Bioassay records (PubChem BioAssay)
P. falciparum M17LAP = P. falciparum M17LAP inhibitors, primary screen, biochemical, fluorogenic H-Leu-NHMec substrate, 1536-well (AID 1619) | recombinant M17LAP, H-Leu-NHMec fluorogenic kinetic assay; higher % means a stronger effect | inhibition, % at 30 µM, or IC50 in µM where a hit was titrated | actives 0.38% (n = 220,000);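 active means compound inhibiting the enzyme by more than half at any dose during confirmatory dose-response retesting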;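 further: plate controls were full reaction with DMSO carrier for no effect and no enzyme background for full effect; strong numbers were not always called active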
Yfh1-off respiration = enhancers of respiration in Yfh1-depleted yeast, dose response, Friedreich's ataxia, plus single-dose screen (AID 1465). S. cerevisiae Yfh1-off respiration, WST-1 reduction, 72 h; higher fold induction means a stronger effect. actives 0.074% (n = 220,000). one-dose fold induction at 50 µM; EC50 in µM for titrated hits;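 active means fold induction of absorbance versus untreated yeast above a set limit, then at least 30% activation at any dose in follow-up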;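 further: activators that raise dye reduction in frataxin-depleted yeast; strong numbers were not always called active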
Dynein transport = dynein cargo transport inhibition. 3617.4 mouse cells, GR-EGFP nuclear translocation imaging; test concentration mostly 20 µM; stimulated with dexamethasone, 1 µM; hits give low values. z-score, hits read low. actives 0.47% (n = 220,000). AID 1381;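 active means plate z-score of nuclear minus cytoplasmic receptor signal below a set negative limit, without overly bright fluorescence or cell loss, cut at about -3.5 in these data, passing the limit was not always enough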;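 further: z-score of nuclear minus cytoplasmic ring GR-EGFP intensity difference per well; some compounds called inactive have numbers as strong as hits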
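medium = tetracycline-free induction medium containing charcoal-stripped FBS | probe or stimulus = dexamethasone, 1.0 µM final | timing = 48 h induction, then 1 h compound, then 30 min agonist, 37 °C | detection = automated 10x imaging of fixed Hoechst-stained cells | read-out basis = nuclear versus cytoplasmic GR-EGFP signal, averaged per well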
Lipid droplet = modulators of hepatic lipid droplet formation | AID 1656 | actives 0.4% (n = 240,000) | AML12 mouse hepatocytes, oleate lipid droplets, BODIPY imaging | inhibition, % at 6.5 µM;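 active means lipid droplet intensity inhibited by at least 50%, with more than 500 cells counted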
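Assay system: AML12 hepatocytes (mouse); Probe or stimulus: oleic acid at 100 µM to induce lipid droplet formation; Dosing: compound at 6.5 µM only; Schedule: compound with oleate, overnight; Detection: fluorescence imaging, 20x objective, two fields per well; Measure: % inhibition of lipid droplet signal.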
Ins promoter up = MIN6 insulin promoter up-regulation; actives 0.3% (n = 190,000); z-score at 5 µM; MIN6 insulin promoter-GFP reporter, high-content imaging; hits give high values; AID 1625;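 active means z-score above 3 at 5 µM with at least 500 cells counted in the well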
P. falciparum M1AAP = P. falciparum M1AAP inhibitors, biochemical, fluorogenic H-Leu-NHMec substrate, 1536-well (AID 1445). recombinant M1AAP, H-Leu-NHMec fluorogenic kinetic assay; higher % means a stronger effect. one-dose inhibition, % at 30 µM; IC50 in µM for titrated hits. actives 0.42% (n = 220,000);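 active means primary inhibition above the hit cutoff, then over 50% inhibition at one or more dose response concentrations, cut at about 23% in these data, passing the limit was not always enough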;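 further: plate controls were DMSO full reaction for no effect and no enzyme background for full effect; strong numbers were not always called active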
CSM14.1 death rescue = rescue of cells from ER stress-induced death, primary screen, 384-well, CSM14.1, thapsigargin, ATP luminescence (AID 1222); 190,000 tested, under 10 active; cellular ATP content (survival), % at 20 µM; hits with a dose series show EC50 in µM; CSM14.1 thapsigargin-induced death rescue, ATP luminescence; higher % means a stronger effect;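 active means EC50 below 50 µM in the dose-response confirmation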;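 further: death triggered by thapsigargin at about 15 µM added after 2 h compound pretreatment; cell ATP read after overnight thapsigargin exposure of roughly 18 to 22 hours; normalized against plate controls of thapsigargin alone and 5% DMSO vehicle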
Autophagy mod = modulators of autophagy | calls only at 10 µM (by protocol) | actives 0.98% (n = 190,000) | MEF GFP-LC3 puncta imaging; test concentration mostly 10 µM | AID 463193;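 active means percentage of spot-positive cells more than 3 SD above its plate mean, without a fluorescence outlier flag or 80% toxicity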;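 further: spot-positive cell cutoff set from DMSO-treated cells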
MT stabilizer = microtubule stabilization, imaging screen. actives 0.83% (n = 200,000). HeLa tubulin immunostaining HCS, 24 h; share of cells brighter than vehicle mean+2SD. % tubulin-high responders, % at 10 µM. AID 2205;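 active means plate Z-score above 3 for both tubulin-high and condensed-nucleus cell shares, with cell loss under 80%, at 10 µM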;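 further: anti alpha tubulin signal scored within the nucleus-defined area of each cell; some results filed as inactive read as strong as hits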
Dynein transport cytoplasmic EGFP = further read-out of Dynein transport, marked with its call; z-score; measured here: cytoplasmic GR-EGFP intensity; hits give high values
Dynein transport nuclear GR-EGFP = also measured in Dynein transport; calls as there; z-score; measured here: nuclear GR-EGFP intensity;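 lower value marks the stronger effect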
Dynein transport cell count = also measured in Dynein transport; calls as there; z-score; measured here: cell count per field
Ins promoter up cell count = recorded beside Ins promoter up, whose call it bears; cell count; measured here: cytotoxicity, nuclei count;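 total cells summed across four imaged fields per well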
Lipid droplet cells 6.5 µM = recorded beside Lipid droplet, whose call it bears; cell count; measured here: cell count, cytotoxicity flag;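 cells counted across two imaged fields per well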
MT stabilizer Hoechst-high % = second read-out of MT stabilizer, no call of its own (marks repeat the call); % Hoechst-high responders; measured here: nuclear condensation Hoechst responders;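 share of cells brighter than vehicle mean plus two SD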
MT stabilizer cytotoxicity % = recorded beside MT stabilizer, whose call it bears; toxicity, %; measured here: cytotoxicity by cell density;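 0% = mean cell density of plate MIN control wells and 100% = no cells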
Autophagy mod cell loss 18 h = further read-out of Autophagy mod, marked with its call; toxicity, %; measured here: cell loss, nuclei count;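 cell loss after 18 h compound exposure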
* marks the source's active call; other numbers are inactive results; i = inactive; nt = not tested or not shown; + = active, no number.

SMILES	P. falciparum M17LAP	Yfh1-off respiration	Dynein transport	Dynein transport cytoplasmic EGFP	Dynein transport nuclear GR-EGFP	Dynein transport cell count	Lipid droplet	Lipid droplet cells 6.5 µM	Ins promoter up	Ins promoter up cell count	P. falciparum M1AAP	CSM14.1 death rescue	Autophagy mod	Autophagy mod cell loss 18 h	MT stabilizer	MT stabilizer Hoechst-high %	MT stabilizer cytotoxicity %
O=C1CCC(=O)N1OCCCCOc1ccccc1	-6.7%	i	-1.15	-0.268	-0.602	-0.269	-4.8	789	nt	nt	5.7%	-1.4%	i	1.7	2.5	2.1	7.5
CCC(=O)Nc1ccc(NC(=S)NC(=O)Cc2ccccc2)cc1	-4.4%	i	0.076	-0.258	0.0827	0.512	8.9	643	0.11	1270	3.9%	-3.2%	i	-6.3	1.9	2.3	7.9
CCCCOC(=O)Nc1cc(C)c(Cl)cc1OC	-1.2%	i	-0.841	0.162	-0.117	0.682	-25.1	753	0.57	827	-3.1%	1.2%	i	-16.0	0.6	1.3	10.1
O=C(Oc1ccc2c(=O)c(Cl)coc2c1)c1ccncc1	4.8%	i	-0.481	-0.256	-0.179	0.31	nt	nt	-0.11	1246	7.6%	-0.4%	i	-13.1	4.3	4.4	3.6
COc1cc(/C=N\NC(=O)c2nonc2N)c(OC)cc1Br	8.1%	i	0.699	-0.247	0.51	-1.02	-56.0	531	0.72	867	3.3%	-1.6%	i	13.9	2.3	3.3	9.0
COC(=O)c1ccc(OC)c(CSc2nnc(COc3cccc(C)c3)o2)c1	6.9%	i	-0.502	-0.113	0.118	-0.711	-3.5	700	-0.15	1223	-6.0%	6.4%	i	22.8	4.3	2.3	3.7
COc1ccc(Nc2nc(NCc3ccco3)nc(N)c2[N+](=O)[O-])cc1	-3.9%	i	-0.404	-0.123	-0.151	0.389	6.9	707	-0.33	1467	4.1%	nt	nt	nt	nt	nt	nt
CN(C)C(=S)Nc1ccc2c(c1)OCCO2	-3.5%	i	-0.512	-0.246	-0.523	0.569	19.0	747	0.41	1391	2.9%	nt	nt	nt	nt	nt	nt
COC(=O)c1ccccc1NC(=O)CSc1nc(C)cc(C)n1	18.6%	i	-0.537	-0.187	-0.263	0.197	-21.9	694	0.48	1225	2.1%	nt	i	24.3	2.1	1.7	7.0
O=C(CSc1ccccn1)c1ccc(F)cc1	13.8%	i	-1.43	-0.0352	-0.76	0.5	nt	nt	0.01	1024	9.4%	0.0%	i	13.0	4.2	2.3	8.6
Cn1cc(C(=O)N2CCN(c3ccccn3)CC2)c(=O)c2cc(S(=O)(=O)N3CCOCC3)ccc21	-3.7%	i	-0.596	-0.226	-0.188	0.43	nt	nt	0.11	1709	-3.8%	1.0%	i	-3.3	1.9	1.7	11.2
Cc1c(C(=O)c2ccccc2)c2ccccn2c1CCC#N	-15.7%	i	1.6	-0.461	1.12	-1.74	-6.1	689	0.33	1031	2.0%	nt	nt	nt	nt	nt	nt
O=C(NCCc1ccccc1)c1cccc(N2C(=O)C3CC=CCC3C2=O)c1 (centres undefined)	0.9%	i	0.561	-0.248	-0.0778	0.698	12.4	723	0.26	1254	10.0%	-0.8%	i	-8.4	2.1	1.6	3.3
CCOC(=O)COc1cc(=O)n(CC)c2ccccc12	-3.8%	i	0.957	-0.245	0.598	0.482	nt	nt	0.42	1230	8.0%	2.4%	i	-15.1	3.5	2.8	5.8
O=C(CNc1cc(S(=O)(=O)N2CCOCC2)ccc1N1CCCC1)NCc1ccco1	-4.2%	i	-0.876	-0.207	-0.822	0.966	-24.4	678	0.09	1294	10.3%	-0.9%	i	10.8	3.3	2.9	3.5
CN(C)/C=N/c1sc2c(c1C#N)CCCC2	0.8%	i	-0.8	-0.341	-0.106	1.09	8.0	652	0.26	1260	9.0%	-0.4%	i	-14.3	2.9	3.5	5.0
Cc1ccc(S(=O)(=O)N(CC(=O)N(C)C)c2cccc([N+](=O)[O-])c2)cc1	-1.9%	i	-0.928	0.448	0.117	-0.267	6.6	683	-0.07	1682	5.5%	-1.8%	i	14.3	4.3	1.7	6.8
O=C(O)c1cccc(N2C(=S)N=C(Nc3ccccc3)C23CCCCC3)c1	3.4%	i	0.174	-0.386	0.0323	0.406	-4.4	663	0.44	1538	-0.2%	-1.0%	i	-5.4	2.7	4.0	2.6
CC1CCCN(C(=S)NC2CCCC2)C1 (centres undefined)	3.3%	i	0.333	-0.271	0.359	-0.252	14.8	728	-2.92	1398	-3.2%	-0.5%	i	-13.0	3.3	2.5	8.4
O=C(CSc1nnc(Cc2cc(=O)[nH]c(=O)[nH]2)n1-c1ccccc1)N1CCCC1	13.7%	i	0.485	-0.134	0.571	-1.16	nt	nt	0.47	1500	13.4%	1.2%	i	35.2	6.7	3.3	7.8
COC(=O)c1ccccc1NC(=O)c1nc2nc(C)cc(C(F)F)n2n1	1.3%	i	-0.514	-0.192	0.0337	0.978	-5.0	749	-0.06	1300	6.1%	0.5%	i	-0.9	2.0	0.4	35.6
Cc1csc(NC(=O)CCc2c(C)nc3cc(-c4cccc(F)c4)nn3c2C)n1	7.7%	nt	-0.275	-0.18	0.528	0.27	-2.0	701	-0.4	1301	3.0%	-4.0%	i	3.5	4.6	1.8	13.2
COc1ccc(N/C=C/C(=O)C(F)(F)F)cc1	23.1%	i	-0.845	-0.259	0.0667	0.495	-0.4	707	-0.31	1303	14.6%	4.8%	i	0.6	2.6	1.8	7.6
COc1ccc(OC)c(CNC(=O)c2coc(=O)c3ccccc23)c1	4.3%	i	-0.671	-0.246	0.0167	2.39	3.5	686	-1.06	1214	-2.7%	0.1%	i	13.4	6.6	2.0	6.9
CCOc1nc(NC(=O)NC(=O)c2ccccc2)nc(-c2ccccc2)n1	-5.7%	i	-0.314	-0.239	-0.243	-0.138	-14.7	583	-0.2	1433	-1.0%	-0.9%	+	67.7*	3.9	2.5	2.6
Cc1ccc(NC(=O)CCCN2C(=S)NC(C)(C)CC2C)cc1 (centres undefined)	4.2%	i	-0.438	-0.354	0.0478	0.634	2.7	696	0.37	1311	-2.2%	-1.0%	i	5.2	7.0	1.8	11.8
COc1cccc(-n2c(Cc3cc(=O)[nH]c(=O)[nH]3)nnc2SC(C)C)c1	-8.2%	i	1.29	-0.0678	1.1	-0.818	nt	nt	-0.27	940	-14.0%	0.5%	i	5.9	4.7	2.0	6.8
O=C(NCc1ccc2c(c1)OCO2)c1ccc(CS(=O)(=O)c2cccc(C(F)(F)F)c2)o1	-2.8%	nt	0.169	-0.223	0.263	-0.051	nt	nt	0.41	1200	4.9%	-0.1%	i	9.2	2.5	1.9	6.8
CC1(C)Cc2c(sc3nnn(CC(=O)Nc4ccccc4)c(=O)c23)CO1	9.0%	i	-0.588	0.834	-0.065	0.129	-5.1	625	0.34	1477	14.3%	nt	nt	nt	nt	nt	nt
Cc1ccc(C(=O)N/C(=C/c2ccccc2)C(=O)NC(Cc2ccccc2)C(=O)O)cc1 (centres undefined)	17.2%	i	-0.47	-0.333	-0.487	0.495	14.4	606	-0.08	1283	7.3%	5.3%	i	-5.7	3.1	3.8	7.2
O=[N+]([O-])c1ccc(N/N=C/c2c[nH]c3ccccc23)cc1	6.5%	i	-8.38	17.4	-0.857	0.176	nt	nt	nt	nt	13.5%	0.8%	+	10.3*	3.9	2.9	5.2
COCCNC(=O)C(=O)NCC1OCCN1S(=O)(=O)c1cccs1 (centres undefined)	-7.9%	i	0.637	-0.248	0.901	-1.12	-4.7	641	-0.33	1067	-1.2%	nt	nt	nt	nt	nt	nt
O=C(/C=C\c1ccc2c(c1)OCO2)NC1(C(=O)Nc2ccc3c(c2)OCO3)CCCCC1	-0.7%	i	0.56	-0.241	0.327	0.0529	-2.4	636	0.88	1338	1.2%	-4.6%	i	5.6	1.4	2.9	16.6
CCN(CC)CCOC(=O)C1(C2CCCCC2)CCCCC1	-4.6%	i	-0.323	0.244	0.395	0.587	-5.3	712	nt	nt	2.6%	-2.9%	i	-54.1	2.7	1.8	7.3
COCCn1c(SCC(=O)Nc2ccc(OC)cc2)nc2c(oc3ccccc32)c1=O	14.1%	i	-0.237	-0.171	-0.447	1.08	-15.0	704	-0.4	1433	2.8%	1.4%	i	1.6	4.0	2.1	0.1
O=C(Cc1ccccc1)Nc1cc([N+](=O)[O-])ccc1N1CCOCC1	1.1%	i	0.65	-0.339	0.99	-0.108	nt	nt	-0.64	1509	10.9%	-0.1%	i	9.5	4.4	2.0	6.4
COc1cccc(-n2c(C)nnc2SCC(=O)Nc2ccccc2N2CCOCC2)c1	3.6%	i	0.45	-0.512	0.205	0.132	nt	nt	-0.73	1216	-2.7%	0.3%	i	-0.3	4.1	1.5	0.9
CS(=O)(=O)c1ccc(C(=O)NCc2ccccc2F)cc1	-0.5%	i	0.552	-0.36	-0.151	-0.841	4.7	763	-0.49	1259	-4.5%	5.1%	i	2.4	5.3	2.4	9.2
O=C(N/N=C1\CCCc2ccccc21)c1ccc([N+](=O)[O-])cc1	7.3%	i	-1.53	-0.228	-0.564	0.815	-3.3	718	nt	nt	1.9%	-2.5%	i	-3.3	2.1	0.5	18.3

No enrichment for hits; overall some 3.5% were active at least once.
